# CAL PDZ FP-1: human CAL PDZ-peptide interaction inhibition | Q9HD26 | actives 0.02% (n = 330,000) | inhibition, % at 20 µM | purified CAL PDZ, TMR-peptide fluorescence polarization, 1 h | AID 504414;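 active means highest replicate inhibition of at least 40%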;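 further: plate controls were DMSO neutral control wells for no effect and unlabeled competitor peptide control wells for full effect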
#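 Material: tagged CAL PDZ domain; buffer or medium: 25 mM sodium phosphate pH 7.4, 150 mM NaCl, TCEP, IgG, Thesit; compound dosing: single point, 20 µM; schedule: 1 h incubation at room temperature before polarization reading; measured by: FP readout, S and P plane fluorescence; read-out basis: percent inhibition from loss of millipolarization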
# Rtt109 HAT inh: blocks Candida albicans Rtt109/Vps75 acetyltransferase activity. Q5AAJ8. purified Rtt109/Vps75, ThioGlo CoA-SH fluorescence, 4 h. inhibition, % at 34.9 µM. actives 0.16% (n = 330,000). AID 540336;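 active means inhibition of at least 50% in every replicate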
# Target sequence (Q5AAJ8 whole entry, looked up): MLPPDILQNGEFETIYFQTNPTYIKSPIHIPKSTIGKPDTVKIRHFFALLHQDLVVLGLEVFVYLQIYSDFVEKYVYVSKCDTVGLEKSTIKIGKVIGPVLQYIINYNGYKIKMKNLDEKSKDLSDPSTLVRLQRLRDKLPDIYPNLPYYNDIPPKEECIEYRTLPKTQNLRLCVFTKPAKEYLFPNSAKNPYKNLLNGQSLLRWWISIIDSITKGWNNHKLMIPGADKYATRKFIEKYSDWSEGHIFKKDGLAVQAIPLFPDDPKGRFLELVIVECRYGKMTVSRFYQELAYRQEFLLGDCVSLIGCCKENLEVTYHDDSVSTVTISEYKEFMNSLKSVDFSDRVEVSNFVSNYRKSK
# MITF act: activators of MITF-driven TRPM1 promoter activity in SK-MEL-5 cells; SK-MEL-5 TRPM1-promoter luciferase, 24 h; % of positive control, neutral wells = 0; activation, % at 12.5 µM; actives 0.75% (n = 300,000);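 active means mean activation of at least 80% with every replicate also reaching 80%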;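 further: 0% = neutral control wells and 100% = parthenolide positive control wells; values of inactives mirror those of a sister screen read the other way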
# V-ATPase pHluor: regulators of yeast V-ATPase proton transport; actives 0.37% (n = 350,000); S. cerevisiae, pHLuorin cytosolic pH fluorescence; response, % at 10 µM; in the data active means response mostly above about 7.3%, no sharp cut-off; inactive means mostly below about 5.4%; further: actives read high; inactives centre near 0; some compounds called inactive have numbers as strong as hits; reference of the scale not given here
# Tat transport: inhibitors of E. coli Tat protein transport; inhibition, % at 10 µM; actives 0.036% (n = 340,000); AID 488895; E. coli MC4100 TorA-mCherry Tat export, fluorescence;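 active means mean replicate inhibition at least 50% and at least half of replicates individually reaching 50%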;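 further: exported cargo escapes ClpAP degradation while cytoplasmic cargo is degraded and loses fluorescence; 0% = median of neutral control wells and 100% = median of NaSCN control wells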
# Wnt bcat act: Wnt/beta-catenin pathway activation | Wnt/beta-catenin reporter cell assay, activator, plate reader | activation, % at 9.35 µM | actives 1.2% (n = 300,000) | AID 743398; in the data active means activation above about 30%, passing the limit was not always enough;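 further: 0% = neutral control wells and 100% = positive control wells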
# CAL PDZ FP-2: CAL PDZ (human) peptide binding inhibition; purified CAL PDZ, TMR-peptide fluorescence polarization, 1 h; inhibition, % at 24.9 µM; actives 0.92% (n = 300,000); AID 602252;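 active means mean inhibition of at least 30% with at least half of replicates also reaching 30%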;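 further: 0% = DMSO neutral control and 100% = excess unlabeled competitor peptide PRC23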
# cardiac RTF act: increases calcium sensitivity of human cardiac regulated thin filaments | activation, % at 7.2 µM | P19429+P45379 | AID 493008 | IANBD-labeled TnC RTF fluorescence at EC20 calcium; 0% EC20 calcium, 100% full calcium | actives 0.24% (n = 340,000);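 active means activation above the mean over all tested compounds plus 3 SD, cut at about 30% in these data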;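 further: rise in fluorescence read as greater calcium sensitivity of cardiac thin filaments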
# dFosB activator: activators of mouse delta FosB homodimer; P13346; purified delta FosB, TAMRA-CDK5 oligo fluorescence polarization; percent of positive-control signal above neutral wells; activation, % at 25 µM; actives 0.99% (n = 340,000); AID 493131;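 active means mean activation above about 17%, with every replicate also reaching it, limit read from the data, passing the limit was not always enough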;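 further: fluorescence polarization rise as delta FosB binds a TAMRA Cdk5 AP-1 oligo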
# Target sequence (P13346 whole entry, looked up): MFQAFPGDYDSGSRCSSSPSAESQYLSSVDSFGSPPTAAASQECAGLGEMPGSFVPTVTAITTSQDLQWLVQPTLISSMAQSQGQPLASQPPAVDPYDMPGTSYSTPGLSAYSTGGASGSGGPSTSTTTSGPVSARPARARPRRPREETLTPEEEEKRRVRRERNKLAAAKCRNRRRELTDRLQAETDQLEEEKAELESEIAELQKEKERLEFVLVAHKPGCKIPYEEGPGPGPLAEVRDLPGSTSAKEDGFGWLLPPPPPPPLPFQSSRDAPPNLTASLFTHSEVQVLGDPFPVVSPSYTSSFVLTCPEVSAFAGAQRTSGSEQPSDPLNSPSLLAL
# CDK5 inh: blocks human CDK5/p35 kinase activity; AID 488839; actives 0.01% (n = 330,000); inhibition, % at 10 µM; Recombinant CDK5/p35, ADP-Glo luminescence, 60 min;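 active means highest replicate inhibition of at least 50% and at least 75% of replicates reaching 50%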;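 further: plate controls were DMSO neutral control for no effect and GW8510 at 10 µM for full effect; many of its hits are not listed in these tables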
# The depositor's hits bear a star; . = not tested or not shown.
SMILES,CAL PDZ FP-1,Rtt109 HAT inh,MITF act,V-ATPase pHluor,Tat transport,Wnt bcat act,CAL PDZ FP-2,cardiac RTF act,dFosB activator,CDK5 inh
Clc1ccccc1-c1ccc2ncnc(NCc3ccc4c(c3)OCO4)c2c1,-2.2,1,11,0,2,1,2,-1,1,0.7
CCOC(=O)c1c(C)[nH]c(C)c1S(=O)(=O)N(C)CC(=O)Nc1ccccc1C,-3.9,12,9,2,-5,-4,0,-3,-2,1.3
Cc1noc(C)c1C(=O)Nc1ccccc1N1CCOCC1,-2.5,-3,-4,-1,12,0,-3,2,-2,-1.0
CCOC(=O)c1ccccc1OCc1cc(/C=N/n2cncn2)ccc1OC,-1.0,9,-24,0,1,3,21,-6,-16,-4.0
COC(=O)c1c(NC(=O)CSc2nccn2C)sc(C)c1C,-2.0,1,2,-4,19,0,.,5,-7,-4.0
COc1ccccc1C(C)NCC(=O)NCc1ccc(C)cc1 (stereo unspecified),1.5,-9,0,3,0,1,-6,10,-4,0.7
C/C(N)=C(/C#N)C(=O)COC(=O)c1cc(-c2ccc(C)cc2)nc2ccccc12,-2.3,-1,10,3,-7,.,-2,0,-4,-0.8
CCOc1ccccc1NC(=O)COC(=O)COc1c(Cl)cc(Cl)c2ccc(C)nc12,-1.9,1,-1,-2,1,-2,0,5,-6,0.0
CCN(CC)S(=O)(=O)c1cc(NC(=O)COC(=O)c2ccc(NC(=O)CC#N)cc2)ccc1C,-0.6,4,6,-4,-1,-4,-11,3,-16,1.0
O=C(NCCc1ccccc1)c1nccc2ccccc12,-0.7,-5,81*,5,1,29,-1,3,2,0.1
COc1ccc(S(=O)(=O)NCCCN2CCCC2=O)cc1OC,0.2,3,-5,-1,8,-1,.,-4,-5,-0.5
NC(=O)C1(N2CCCCC2)CCN(C(=S)Nc2cc(F)cc(F)c2)CC1,-1.7,-3,-9,1,-1,-7,-5,4,-2,0.5
O=C(CN1CCOCC1)n1c2c(c3ccccc31)CCCC2,-0.5,-10,19,1,-4,3,2,10,-15,0.3
Cc1ccc[n+](CC(=O)Nc2ccc([N+](=O)[O-])cc2Cl)c1,0.0,10,16,0,-5,.,-3,-5,-1,-0.5
NC(=O)CC(NC(=O)c1cccc(Br)c1)c1ccc(NC2CCC2)c([N+](=O)[O-])c1 (stereo unspecified),-0.3,-5,-6,1,-7,-2,-2,-1,-2,0.4
O=C(Nc1ccccc1)OCCc1ccccn1,0.7,5,51,-3,2,13,-3,0,5,-0.2
CCN1CCN(CCCNC(=O)C2c3ccccc3C(=O)N(c3ccc(OC)cc3)C2c2ccc(OC)cc2)CC1 (stereo unspecified),0.1,15,-1,2,-2,1,-1,4,-5,0.2
CSCCC(NS(=O)(=O)c1ccc(C)cc1)C(=O)NNC(=O)c1csc(N2CCOCC2)n1 (stereo unspecified),-2.0,-2,2,0,6,-1,-4,-1,-4,-1.1
CSC1=C(C#N)C(=O)NC(c2ccc(Cl)cc2)S1 (stereo unspecified),-1.9,13,.,1,0,3,1,5,-13,-0.4
COc1ccccc1/C=C/C(=O)NC(=S)Nc1ccccn1,-1.9,-9,.,-3,-1,6,-10,-2,-17,1.8
C/C(=N\NC(=O)c1ccc(N/N=C(\C)c2ccc(O)cc2)cc1)c1ccc(O)cc1,-0.5,18,-1,-36,3,5,-8,-2,-1,-0.7
CCCOc1ccc(C(=O)Nc2ccc(CN3CCOCC3)cc2)cc1,-1.6,1,.,-4,1,1,-1,5,-6,1.4
Cc1cc(NC(=O)c2ccccc2Cl)ccc1NC(=O)c1ccccc1Cl,-1.2,-1,19,0,8,2,.,5,7,-0.3
CN(CCC#N)C(=O)CSc1ncnc2sc(-c3ccccc3)cc12,-0.9,0,55,-2,5,6,1,-5,-32,0.4
COc1ccc(NC(=O)C2CC(=O)NC3=C2C(=O)CC(C)(C)C3)cc1 (stereo unspecified),0.7,-2,-8,4,-1,-1,.,0,7,-1.0
SMILES,CAL PDZ FP-1,Rtt109 HAT inh,MITF act,V-ATPase pHluor,Tat transport,Wnt bcat act,CAL PDZ FP-2,cardiac RTF act,dFosB activator,CDK5 inh
Cc1c(CC(=O)N[C@@H](C)C(=O)O)c(=O)oc2cc3occ(-c4ccccc4)c3cc12,-3.0,-18,12,-139,-4,-1,-10,4,-18,1.4
c1cncc(-c2nnc(SCc3cccc4ccccc34)o2)c1,-0.6,-7,1,0,-1,-3,7,-5,-11,-0.5
CCCCN(C(=O)COC(=O)COc1c(C)cc(C)cc1C)c1c(N)n(CCC)c(=O)[nH]c1=O,-1.2,-1,-5,3,-5,-3,0,-2,-13,-0.3
CC1=C(C(=O)NCc2ccccc2)C(c2cccs2)NC(=S)N1 (stereo unspecified),-0.9,-6,0,0,-2,0,-4,-2,1,0.5
COc1cccc(NC(=O)C2CCCN2C(=O)Nc2cccc(F)c2)c1 (stereo unspecified),-1.7,-6,-11,-3,6,-2,10,7,0,1.2
Cc1ccc(NS(=O)(=O)c2cc(C(=O)O)ccc2Cl)cc1,-2.6,6,-13,0,-5,-2,-1,2,-3,-0.3
CC1Cc2ccccc2N1CC(=O)Nc1ccc2c(c1)OCO2 (stereo unspecified),-2.8,4,10,6,12,.,.,0,-11,0.0
CCc1noc(C)c1C(=O)NCCc1ccc(F)cc1,-2.0,-6,5,-4,-8,-2,-4,2,-1,-0.8
COc1cccc(COc2ccc(N(C)S(=O)(=O)c3ccccc3)cc2)c1,-2.6,3,8,-1,2,1,4,-1,2,-0.1
c1ccc(-c2csc(-c3cccnc3)n2)cc1,-1.8,-6,31,1,4,-1,-1,6,-14,-0.4
O=C(Oc1cccc(NC(=O)c2ccco2)c1)c1cccc(S(=O)(=O)N2CCCC2)c1,-2.0,1,.,-5,2,.,-5,-2,4,1.9
CC1Nc2ncnc(N3CCN(c4ccccc4)CC3)c2N(Cc2ccc(Br)cc2)C1=O (stereo unspecified),-0.4,5,6,-5,4,-3,-1,-9,-14,-0.5
O=C(Cn1nc(C(=O)O)c2ccccc2c1=O)Nc1cc(Cl)cc(Cl)c1,-2.7,10,-6,1,-7,-3,-2,2,15,3.3
CC(Sc1nc2ccccc2s1)C(=O)Nc1nnc(C(C)C)s1 (stereo unspecified),-0.9,-3,4,-1,9,.,3,-2,-9,1.1
CC(=O)Nc1nc2nc(-c3ccccc3)cc(-c3ccccc3)n2n1,-1.6,1,16,-1,-2,-1,-2,-2,-8,1.3
CC(=O)N1CCSc2ccc(S(=O)(=O)NCCc3cccc(C)c3)cc21,-3.8,-1,-10,3,1,-2,-5,-5,-13,0.1
Cc1c(C(=O)Oc2cc(N)n(S(C)(=O)=O)n2)cccc1[N+](=O)[O-],-2.5,11,-7,0,1,.,-4,-3,0,-0.2
Cc1ccc2cc(CN(Cc3ccccc3)Cc3nnnn3C3CCCC3)c(=O)[nH]c2c1,-2.7,2,4,0,4,-2,-1,7,-11,-14
O=C(COC(=O)c1ccco1)Nc1ccc2c(c1)OCO2,0.0,0,10,0,4,.,2,-1,6,-1.9
Cc1occc1C(=O)Nc1ccc([N+](=O)[O-])cc1Br,-1.2,-41,7,3,14,4,-1,6,-3,-1.5
COc1cc(/C=N/NS(=O)(=O)c2ccc3ccccc3c2)ccc1OCCN1CCOCC1,-2.7,48,-11,-9,12,-6,2,-9,-5,-2.5

# Another view of some results above:
CAL PDZ FP-1	Rtt109 HAT inh	MITF act	V-ATPase pHluor	Tat transport	Wnt bcat act	CAL PDZ FP-2	cardiac RTF act	dFosB activator	CDK5 inh	compound
-1.8	-6	31	1	4	-1	-1	6	-14	-0.4	c1ccc(-c2csc(-c3cccnc3)n2)cc1
-2.0	1	.	-5	2	.	-5	-2	4	1.9	O=C(Oc1cccc(NC(=O)c2ccco2)c1)c1cccc(S(=O)(=O)N2CCCC2)c1
-0.4	5	6	-5	4	-3	-1	-9	-14	-0.5	CC1Nc2ncnc(N3CCN(c4ccccc4)CC3)c2N(Cc2ccc(Br)cc2)C1=O (stereo unspecified)
-2.7	10	-6	1	-7	-3	-2	2	15	3.3	O=C(Cn1nc(C(=O)O)c2ccccc2c1=O)Nc1cc(Cl)cc(Cl)c1
-0.9	-3	4	-1	9	.	3	-2	-9	1.1	CC(Sc1nc2ccccc2s1)C(=O)Nc1nnc(C(C)C)s1 (stereo unspecified)
-1.6	1	16	-1	-2	-1	-2	-2	-8	1.3	CC(=O)Nc1nc2nc(-c3ccccc3)cc(-c3ccccc3)n2n1
-3.8	-1	-10	3	1	-2	-5	-5	-13	0.1	CC(=O)N1CCSc2ccc(S(=O)(=O)NCCc3cccc(C)c3)cc21
-2.5	11	-7	0	1	.	-4	-3	0	-0.2	Cc1c(C(=O)Oc2cc(N)n(S(C)(=O)=O)n2)cccc1[N+](=O)[O-]
-2.7	2	4	0	4	-2	-1	7	-11	-14	Cc1ccc2cc(CN(Cc3ccccc3)Cc3nnnn3C3CCCC3)c(=O)[nH]c2c1
0.0	0	10	0	4	.	2	-1	6	-1.9	O=C(COC(=O)c1ccco1)Nc1ccc2c(c1)OCO2
-1.2	-41	7	3	14	4	-1	6	-3	-1.5	Cc1occc1C(=O)Nc1ccc([N+](=O)[O-])cc1Br
-2.7	48	-11	-9	12	-6	2	-9	-5	-2.5	COc1cc(/C=N/NS(=O)(=O)c2ccc3ccccc3c2)ccc1OCCN1CCOCC1

# Screening data (PubChem BioAssay)
